# BoNT-A LC inh2 – inhibitors of Botulinum neurotoxin A light chain protease. inhibition, % at 10 µM. hit rate 0.17% among 360,000. multiplex microsphere protease substrate cleavage, flow cytometry; in the data active = inhibition above about 30%; inconclusive = no clear call, values can overlap the other calls; note: plate controls were buffer without enzyme for full effect and enzyme alone for no effect
# BoNT F protease – blocks Botulinum neurotoxin F light chain protease | AID 588497 | Multiplex microsphere protease cleavage assay, flow cytometry | hit rate 0.22% among 360,000 | inhibition, % at 10 µM; in the data active = inhibition above about 35%, passing the limit was not always enough; inconclusive = no clear call, values can overlap the other calls; note: plate controls were buffer without enzyme for full effect and enzyme alone for no effect
# Mtb FBA inh – inhibits M. tuberculosis FBA enzyme; P9WQA3; hit rate 2.3% among 360,000; purified M. tuberculosis FBA, fluorescence read-out; AID 588726; inhibition, % at 1 µM; in the data active = inhibition above about 27%;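 note: 0% = vehicle and 100% = reference inhibitor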
# Target sequence (P9WQA3 whole entry, looked up): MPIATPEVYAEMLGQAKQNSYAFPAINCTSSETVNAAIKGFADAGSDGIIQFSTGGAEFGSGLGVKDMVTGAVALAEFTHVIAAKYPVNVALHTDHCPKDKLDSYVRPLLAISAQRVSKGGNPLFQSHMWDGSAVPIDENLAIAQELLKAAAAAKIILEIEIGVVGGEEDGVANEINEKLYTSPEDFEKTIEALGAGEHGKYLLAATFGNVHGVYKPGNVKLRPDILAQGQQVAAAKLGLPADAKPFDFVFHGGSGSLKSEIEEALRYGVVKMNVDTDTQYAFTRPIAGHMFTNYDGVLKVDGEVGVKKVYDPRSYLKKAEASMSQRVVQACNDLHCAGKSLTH
# PrPC TRFRET – cell surface PrPC inhibition, primary TR-FRET screen; P04156; TR-FRET read-out; inhibition, % at 13.8 µM; hit rate 0.43% among 370,000; AID 720596; in the data active = inhibition above about 24%; note: 0% = median of the test wells and 100% = reference compound wells
# FadD28 binding – M. tuberculosis FadD28 bisubstrate binding inhibition; AID 588549; hit rate 0.22% among 360,000; FadD28 bisubstrate probe binding, fluorescence polarization; inhibition, % at 12.5 µM; in the data active = inhibition above about 8.5%, passing the limit was not always enough; inconclusive = no clear call, values can overlap the other calls
# Mtb BioA inh – inhibitors of Mycobacterium tuberculosis BioA enzyme. AID 602481. hit rate 0.096% among 360,000. inhibition, % at 9.99 µM. purified M. tuberculosis BioA enzyme, plate reader; in the data active = inhibition above about 40%; inconclusive = no clear call, values can overlap the other calls
# GDH-TPI inh – counter-screen for M. tuberculosis FBA inhibitors: GDH-TPI coupled enzymes. GDH-TPI coupled enzyme counterscreen, NADH absorbance. inhibition, % at 4.8 µM. hit rate 1.2% among 360,000. AID 588335;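 note: 0% = DMSO wells and 100% = wells lacking the enzyme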
# CCHFV vOTU inh – blocks the CCHF virus ovarian tumor domain protease; CCHFV vOTU protease, Pep-AMC fluorescence; inhibition, % at 11.5 µM; hit rate 0.55% among 370,000; AID 651958; note: 0% = vehicle wells with enzyme and 100% = no enzyme wells
# UGM FP inh – blocks M. tuberculosis UGM enzyme; P9WIQ1; purified UGM, fluorescence polarization probe displacement; inhibition, % at 10 µM; hit rate 0.06% among 320,000; AID 504406; in the data active = inhibition above about 10%, passing the limit was not always enough; inconclusive = no clear call, values can overlap the other calls
# Target sequence (P9WIQ1 whole entry, looked up): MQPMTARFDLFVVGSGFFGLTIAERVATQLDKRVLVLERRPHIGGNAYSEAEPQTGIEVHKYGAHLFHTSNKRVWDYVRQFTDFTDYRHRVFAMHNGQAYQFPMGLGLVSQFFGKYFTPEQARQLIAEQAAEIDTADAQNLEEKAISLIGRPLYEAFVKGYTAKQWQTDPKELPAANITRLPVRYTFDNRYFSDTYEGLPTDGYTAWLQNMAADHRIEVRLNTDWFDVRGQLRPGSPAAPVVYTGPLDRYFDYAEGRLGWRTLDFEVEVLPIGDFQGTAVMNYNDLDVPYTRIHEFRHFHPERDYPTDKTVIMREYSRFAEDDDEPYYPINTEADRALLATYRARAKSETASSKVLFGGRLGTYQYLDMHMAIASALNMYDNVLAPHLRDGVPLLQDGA
# An asterisk follows results filed as active; ? = inconclusive; · = not tested or not shown. Cut-off read from the data, not from the text of the source, unless noted: active = inhibition above about 30%; inactive = the rest. Outcome played no part in choosing rows, and some 4.8% of all compounds hit somewhere here.
Molecule	Mtb FBA inh	UGM FP inh	PrPC TRFRET	Mtb BioA inh	CCHFV vOTU inh	BoNT-A LC inh2	BoNT F protease	FadD28 binding	GDH-TPI inh
O=C(Nc1ccc(Cl)c([N+](=O)[O-])c1)c1ccco1	0	-0.7	-24	0.9	3	-3.8	-11	-1.5	0
O=C(Nc1ccc(N2CCOCC2)cc1N1CCOCC1)c1ncoc1-c1cccc(F)c1	-3	-4.1	-8	15	6	-0.7	-23	-1.0	1
CCOc1ccc(NC(=O)Cn2nnc(-c3ccccc3NC(=O)c3cccs3)n2)cc1	-9	-1.2	-8	-0.1	7	0.5	7	-2.9	-4
C[C@H]1CCC/C=C/C2C[C@H](O)CC2[C@H](O)/C=C/C(=O)O1 (some centres not stated)	-1	-1.8	·	0.7	·	-0.9	-2	-2.4	3
CN(C)C1=NC(N(C)C)=NP(N(C)C)(N(C)C)=N1	-8	-0.1	3	-0.7	-9	0.0	5	-4.9	-6
CCSc1nnc(NC(=O)c2cc(-c3ccc(C)c(C)c3O)n[nH]2)s1	-3	·	-2	·	-15	-0.1	-5	-3.0	-3
COc1ccc(CNC(=O)NS(=O)(=O)c2ccc(C)cc2)cc1	1	-0.4	-6	-2.7	4	-0.3	3	-3.9	3
CN(Cc1ccccc1)S(=O)(=O)c1ccc2c(c1)OCCO2	-2	-3.1	0	-0.1	11	0.6	-7	-2.6	-7
Cc1cc(C)c(C(=O)Nc2ccc(S(=O)(=O)Nc3onc(C)c3C)cc2)c(C)c1	1	·	-3	-0.6	3	-0.8	-6	-1.6	-8
CCCCc1ccc(NC(=O)CSc2nnc(C)c(=O)n2N)cc1	-1	-0.1	-3	-0.4	-1	1.2	-6	-0.3	4
Cc1[nH]c2ccc(C(=O)OC(C)C(=O)N(C)c3ccccc3)cc2c1C (configuration not stated)	5	-1.5	·	3.0	·	1.3	3	-0.6	10
CCn1c(O)c(C=Nc2ccc(S(N)(=O)=O)cc2)c(=O)n(CC)c1=S	3	-0.7	0	·	1	0.8	2	-3.7	10
COc1ccc(NC(=O)C2CCCN(S(=O)(=O)c3ccc(Cl)cc3)C2)cc1OC (configuration not stated)	-1	-2.2	12	0.1	-3	-0.2	3	0.6	4
CC(OC(=O)C1CC1)C(=O)Nc1cccc(S(=O)(=O)N2CCOCC2)c1 (configuration not stated)	2	-0.4	-5	-0.2	2	-0.2	-1	-0.4	5
S=c1[nH]nc(-c2ccc(Br)cc2)n1-c1ccc2c(c1)OCCO2	1	-1.1	12	·	5	·	·	-1.4	0

# Reprinted at random: 4 records from the list, in no set order.
Molecule	Mtb FBA inh	UGM FP inh	PrPC TRFRET	Mtb BioA inh	CCHFV vOTU inh	BoNT-A LC inh2	BoNT F protease	FadD28 binding	GDH-TPI inh
S=c1[nH]nc(-c2ccc(Br)cc2)n1-c1ccc2c(c1)OCCO2	1	-1.1	12	·	5	·	·	-1.4	0
COc1ccc(CNC(=O)NS(=O)(=O)c2ccc(C)cc2)cc1	1	-0.4	-6	-2.7	4	-0.3	3	-3.9	3
CCn1c(O)c(C=Nc2ccc(S(N)(=O)=O)cc2)c(=O)n(CC)c1=S	3	-0.7	0	·	1	0.8	2	-3.7	10
CN(C)C1=NC(N(C)C)=NP(N(C)C)(N(C)C)=N1	-8	-0.1	3	-0.7	-9	0.0	5	-4.9	-6

# (listing goes on)
Molecule	Mtb FBA inh	UGM FP inh	PrPC TRFRET	Mtb BioA inh	CCHFV vOTU inh	BoNT-A LC inh2	BoNT F protease	FadD28 binding	GDH-TPI inh
COCCN(Cc1cc2cc3c(cc2nc1Cl)OCO3)C(=O)c1cccc(C)c1	4	0.1	8	5.2	-3	-0.2	0	1.7	12
COc1ccc(CCNC(=O)CNC(=O)c2ccc(Br)o2)cc1OC	-2	0.4	-2	-0.1	-9	-0.5	-4	-2.8	1
CCS(=O)(=O)c1ccc2oc(SCC(=O)N3c4ccccc4CC3C)nc2c1 (configuration not stated)	-2	-0.1	10	2.0	2	1.6	8	-3.5	2
COC(=O)CCN(C(=O)c1ccc(C)c([N+](=O)[O-])c1)c1ccccn1	2	0.0	0	·	-8	0.3	-7	-0.2	0
Cc1ccc(C(=O)NC(=S)NCC2CCCO2)cc1Br (configuration not stated)	1	0.6	-1	·	-3	0.1	-1	-0.4	3
COc1ccc(C(CC(=O)N2CCC3(CC2)OCCO3)NS(=O)(=O)c2ccc(F)cc2)cc1 (configuration not stated)	3	·	2	-0.4	1	0.0	0	-2.0	5
CCn1cc(C(=O)NCc2ccco2)c(=O)c2cc(S(=O)(=O)N3CCc4ccccc4C3)ccc21	0	5.0	-2	2.9	9	-1.3	-2	-4.3	12
CCOC(=O)c1ccc(-n2c(-c3ccco3)nc3ccccc3c2=O)cc1	5	-0.8	4	-1.2	-2	1.3	-1	-1.0	1
Cc1cccc(-n2c(=S)[nH]c3nc4c(cc3c2=O)COC(C)(C)C4)c1	3	2.6	0	-0.8	2	·	·	0.5	5
COc1ccc(S(=O)(=O)Nc2ccccn2)cc1C	4	0.0	-4	·	-5	-0.4	-4	2.1	2
Cc1[nH]n(-c2ccccc2)c(=S)c1C=NCCCN=Cc1c(C)[nH]n(-c2ccccc2)c1=S	1	2.1	2	·	9	-0.4	-2	-3.7	16
CC(=O)Nc1ccc(S(=O)(=O)NCCc2ccccc2)cc1	-7	-2.8	-1	2.2	-6	-0.8	-9	-2.4	-11
O=C(CN1CCN(c2ccccn2)CC1)Nc1nc2ccccc2s1	-8	1.7	3	0.0	0	-0.3	?	-4.4	-13
CCCCn1nnnc1C(c1cccs1)N1CCN(C/C=C/c2ccccc2)CC1 (configuration not stated)	-2	·	-5	5.3	4	-1.6	-23	-0.7	·
CCCn1c(SCC(=O)NCC2CCCO2)nc2c1c(=O)n(C)c(=O)n2C (configuration not stated)	3	0.1	1	-1.1	1	0.4	2	-3.7	-9
c1ccc(SCCN2CCN(c3ccccc3)CC2)cc1	2	-0.4	6	·	8	-1.7	-32	-2.1	1
COc1ccc(S(=O)(=O)N2CCCOC2CNC(=O)C(=O)NCCc2ccco2)cc1C (configuration not stated)	0	1.1	9	-1.0	-4	-0.8	-8	-0.8	6
O=C(CSc1nnc(-c2csc3c2CCCC3)o1)Nc1ccccc1	-2	2.0	-2	-1.0	-5	-0.8	-1	-4.3	9
O=[N+]([O-])c1ccccc1S(=O)(=O)Oc1ccccc1/C=N/n1cnnc1	-2	2.5	-6	·	3	-1.1	-8	-0.6	-1
Cc1nnc(SCC(=O)N2CCc3ccccc32)n1-c1ccccc1	4	1.9	-5	2.9	4	-1.0	-3	-1.9	6
CCOC(=O)Nc1ccc2c(CNC(C)c3ccccc3OC)cc(=O)oc2c1 (configuration not stated)	10	1.4	7	-0.4	1	-0.9	14	-1.1	0
COc1ccc(C(C)(O)c2nc(-c3cccc(C#N)c3)cs2)cc1 (configuration not stated)	1	·	7	-0.8	0	-0.6	-5	-2.8	9
COc1cc(C2NCCc3c2[nH]c2ccccc32)ccc1OC(C)C (configuration not stated)	·	-0.7	-1	1.3	11	·	·	·	·
CC(Cc1cccs1)NC(=O)Nc1cccc(Cl)c1 (configuration not stated)	-4	-2.5	2	-0.7	-7	-0.2	2	-3.1	5
CC(=O)N1CCN(C(=S)c2cccc([N+](=O)[O-])c2)CC1	-3	-2.1	-2	·	-10	0.0	-5	0.1	8
CC(/C=C/c1ccc2c(c1)OCO2)=N/NC(=O)c1ccc(C)nc1	4	2.5	-1	·	20	-0.5	2	-1.5	36*
O=C1C2C3C=CC(C4CC34)C2C(=O)N1c1ccc2c(c1)OCO2 (configuration not stated)	2	0.3	-4	·	0	-1.0	-3	-0.9	6
CC(C)(C)c1ccccc1NC(=O)c1cccnc1	1	-0.7	-4	·	-15	?	-3	-1.2	6
COc1ccccc1C(=O)NC(=O)Cn1nc(C)c([N+](=O)[O-])c1C	6	0.4	0	·	2	-0.2	-7	-0.2	-1
CCCN(CCC)c1nc(Cl)nc(NCCN2CCOCC2)n1	1	-2.3	-7	0.0	0	-0.5	-2	-3.3	-5
O=S(=O)(c1ccccc1)N1CCN2CCCC2C1 (configuration not stated)	-1	0.1	1	0.1	1	0.1	14	-4.9	14
CCN1CCN(c2ncc(C(=O)N3CCCc4ccccc43)c3ccccc23)CC1	2	1.1	-1	1.1	9	-0.3	?	-2.7	18
CC(C)(C)NC(=O)C(c1cccs1)N(CC1CCCO1)C(=O)c1ccc(-c2ccccc2)[nH]1 (configuration not stated)	-3	3.3	0	-0.5	21	0.1	-5	-5.2	10
CCCN=C1N(C)C[C@@H]2[C@@H]3C(=O)N(Cc4ccccc4)C(=O)[C@@H]3[C@](C)(C(=O)OC)N12	0	·	·	-0.9	·	-0.5	-6	-0.9	11
CCN(CC)c1ccc(/C=N/NC(=O)CNC(=O)c2cccnc2)cc1	14	-0.2	-2	0.5	-3	-0.9	24	·	33*
N/C(COc1ccc(Cl)cc1Cl)=N\O	1	-2.1	8	·	-4	·	·	-0.4	0
CC1CCCCC1NC(=O)NC(=O)COC(=O)c1cncc(Br)c1 (configuration not stated)	2	·	-2	-1.4	7	-0.7	-8	0.0	0
Cc1cccc(C(C)C)c1NC(=O)COC(=O)C1CC(=O)N(Cc2ccccc2)C1 (configuration not stated)	-1	2.3	-1	·	-8	-7.6	-14	-2.3	-2
CCSc1nnc(NC(=O)CSc2nnc(Cc3cccn3C)n2-c2ccc(C)cc2)s1	5	3.1	2	-1.9	11	-1.3	-2	2.6	15
CC(C)(C)c1ccc(/C=C(\C#N)C(=O)Nc2ccccn2)cc1	6	0.3	-3	-1.1	-7	-1.1	-9	-4.0	-1
NC(=O)c1ccc(Oc2ccc3ccc(=O)oc3c2)c([N+](=O)[O-])c1	18	1.8	-5	·	-9	-0.5	-7	-5.2	6
CCc1ccccc1NC(=O)CN(C)C(=O)CSc1nnc(Nc2cccc(C)c2)s1	-1	1.2	4	·	13	-0.4	-6	2.3	-1
C/C=C\C(=O)Nc1cccc(C2=NOC3(C2)C[C@@H](C(N)=O)N(C(=O)COc2ccc(Cl)cc2)C3)c1 (some centres not stated)	2	0.5	-1	0.0	-5	0.6	2	-9.2	-13
CN(C[C@H](Cc1ccccc1)N(C[C@H](Cc1ccccc1)N(CCc1cc(C(F)(F)F)cc(C(F)(F)F)c1)N=O)N=O)N=O	0	-2.2	4	-1.5	25	-0.3	-4	-0.8	8
O=C(OCn1nnc2ccccc2c1=O)c1ccc2ccccc2n1	4	·	-1	-0.1	13	0.9	24	0.0	2
C=C1CCN([C@@H](Cc2ccccc2)C(=O)NC2CCN(Cc3ccccc3)CC2)S(=O)(=O)c2ccccc21	-3	-1.2	3	-1.0	-6	-0.5	-4	-1.0	6
COc1ccc(CCNS(=O)(=O)c2ccc3c(c2)OCCO3)cc1	6	-2.8	-4	0.6	-3	0.8	7	-2.8	3
CCNC(=S)NNC(=O)c1cc(-c2ccc(OC)cc2)nc2ccccc12	-2	-3.3	-7	3.0	2	-0.3	-1	-3.2	10
Cc1cc(C(=O)COC(=O)c2n[nH]c3ccccc23)c(C)n1CC1CCCO1 (configuration not stated)	1	-1.2	1	-0.8	1	-0.5	-9	-1.9	6
CNC(=O)/C(C#N)=C1/SC(Cc2ccc(F)cc2)C(=O)N1c1ccccc1 (configuration not stated)	0	-0.5	-1	·	2	?	?	-4.0	8
N#C/C(=C(/O)COc1ccccc1)c1nc2ccccc2s1	0	-1.2	-1	-1.4	-1	-0.9	0	-1.4	29
CC(C(=O)N1CCCCC1)N1C(=O)c2ccccc2C1=O (configuration not stated)	2	2.6	-8	-0.4	11	0.9	21	0.9	0
Cn1cc(S(=O)(=O)N2CCc3ccccc32)cc1C(=O)NC(C)(C)C	-1	0.0	19	1.7	-7	0.1	4	-0.1	5
